BioA inh: M. tuberculosis BioA enzyme inhibitors, primary screen, biochemical, plate reader, single point, HTS; 7,8-diaminopelargonic acid synthase BioA (Mycobacterium tuberculosis); purified M. tuberculosis BioA enzyme; inhibition, % at 9.99 µM; 0.096% of 360,000 active; AID 602481, 2012; in the data active means inhibition above about 40%
PfHsp40 rescue: rescue of yeast from PfHsp40 toxicity, primary screen, S. cerevisiae, ATP luminescence; S. cerevisiae expressing PfHsp40, growth rescue; 0.68% of 340,000 active; growth rescue, % at 12.5 µM; in the data active means growth rescue above about 28%, passing the limit was not always enough;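 further: yeast W303a lacking pdr1 and pdr3 grown in galactose medium; growth measured after three days at 30 °C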
FBA Mtb inh: Mtb FBA enzyme inhibitors, primary screen, biochemical, fluorescence, strain H37Rv | inhibition, % at 1 µM | purified M. tuberculosis FBA, fluorescence read-out | Fructose-bisphosphate aldolase (Mycobacterium tuberculosis (strain ATCC 25618 / H37Rv)), … | 2.3% of 360,000 active; in the data active means inhibition above about 27%;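 further: 0% = vehicle and 100% = reference inhibitor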
BH1578 lux ind: inducers of Vibrio cholerae quorum light production without autoinducers, primary screen, BH1578 luxS cqsA deficient, single point; V. cholerae BH1578 lux reporter, luminescence, 6 h; activation, % at 18.7 µM; 0.16% of 350,000 active; AID 588436, 2011; in the data active means activation mostly above about 9.7%, no sharp cut-off; further: not every result past the cut was called active; inactives centre near 0; reference of the scale not given here
FadD28 binding: inhibitors of FadD28 bisubstrate probe binding, primary screen, biochemical, fluorescence polarization, single point; Mycobacterium tuberculosis FadD28 fatty-acid-AMP ligase; inhibition, % at 12.5 µM; 0.22% of 360,000 active; AID 588549, 2011; in the data active means inhibition above about 8.5%, passing the limit was not always enough
Y pestis TopoI: Yersinia pestis topoisomerase I inhibitors, primary screen, biochemical, cleavage product accumulation, plate reader, single point; DNA topoisomerase I (Yersinia pestis CO92); Y. pestis Topo-I cleavage product accumulation; activity, % at 10 µM; 0.064% of 360,000 active; AID 504884, 2011; in the data active means activity above about 50%, passing the limit was not always enough; further: inactives centre near 2
Mtb UGM inh: M. tuberculosis UGM enzyme inhibitors, primary screen, biochemical, fluorescence polarization, single point | UDP-galactopyranose mutase (Mycobacterium tuberculosis (strain ATCC 25618 / H37Rv)), … | purified UGM, fluorescence polarization probe displacement | inhibition, % at 10 µM | 0.06% of 320,000 active | AID 504406, 2011; in the data active means inhibition above about 10%, passing the limit was not always enough
TcdB inh: TcdB glycohydrolase inhibitors, primary screen, biochemical, single point, plate reader; inhibition, % at 9.99 µM; 0.24% of 350,000 active; TcdB glycohydrolase enzymatic assay; AID 652162, 2013; Toxin B (Clostridioides difficile), P18177; in the data active means inhibition above about 10%
GDH-TPI inh: GDH-TPI coupling enzyme inhibitors, primary screen, artefact control for M. tuberculosis FBA inhibitor project, biochemical, absorbance, full deck; inhibition, % at 4.8 µM; AID 588335, 2011; 1.2% of 360,000 active; GDH-TPI coupled enzyme counterscreen, NADH absorbance; in the data active means inhibition above about 30%;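 further: 0% = DMSO wells and 100% = wells lacking the enzyme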
Numbers without * were called inactive; i = inactive; . = no result given.

Each structure is followed by: BioA inh	PfHsp40 rescue	FBA Mtb inh	BH1578 lux ind	FadD28 binding	Y pestis TopoI	Mtb UGM inh	TcdB inh	GDH-TPI inh
COc1ccc(CN(Cc2cc3ccc(C)cc3[nH]c2=O)Cc2nnnn2C2CCCC2)cc1
  -0.2	4.1	1	i	-4.6	6	3.1	.	17
O=[N+]([O-])c1ccc2c(c1)C(O)n1nc(-c3ccc(Cl)cc3Cl)nc1S2 (centres undefined)
  -1.9	0.2	5	.	0.0	-3	1.0	.	8
CCOC(=O)c1ccc(NC(=S)N2CCN(CCN=CC3=C(O)CC(C)(C)CC3=O)CC2)cc1
  .	1.0	-1	-0.3	-0.6	7	2.3	1.2	2
C=CCOc1ccc(C2N3CC4(C)CN2CC(CCC)(C3)C4=O)cc1 (centres undefined)
  0.3	0.4	6	0.6	0.0	23	5.4	.	5
NC(=O)COC(=O)C(Cc1ccccc1)NS(=O)(=O)c1ccccc1F (centres undefined)
  -0.4	-0.2	1	-4.1	-3.8	7	2.8	.	-6
COc1cc(C(=O)OCC(=O)NCCC2=CCCCC2)cc(OC)c1OC
  -0.9	-1.1	-1	-5.0	-3.0	7	.	1.7	-3
O=C(/C=C/Nc1cccc(C(F)(F)F)c1)C(F)(F)F
  .	-2.3	-1	i	-2.8	2	-1.7	0.9	1
COc1c(C)cccc1C(=O)Nc1ccc(CN2CCCCC2)cc1
  .	-0.9	-1	-0.4	-4.4	-16	0.6	.	3
COc1ccc(S(=O)(=O)N2CCN(c3ncccn3)CC2)cc1
  .	0.3	0	-0.6	-1.0	-3	1.6	0.8	1
O=C(CCS(=O)(=O)c1ccc(Cl)cc1)NCCN1C(=O)S/C(=C\c2ccccc2F)C1=O
  .	2.1	-3	-0.4	-1.9	26	-1.1	0.6	23
CC(Cc1n[nH]c(=S)o1)c1ccccc1 (centres undefined)
  .	-0.8	-4	-0.3	-2.5	2	-0.5	0.1	5
COc1cc(Cl)c(CNC[C@H]2O[C@@H](n3ccc(=O)[nH]c3=O)[C@H](O)[C@@H]2O)c(Cl)c1O
  6.7	1.3	-3	-2.2	-2.7	-1	.	1.4	5
COCCN1C(=O)c2cc(C(=O)Nc3cccc(F)c3)ccc2C1Nc1cccc(F)c1 (centres undefined)
  9.0	0.8	-2	0.0	-2.6	0	3.1	0.2	9
NS(=O)(=O)c1ccc(NC(=O)c2cccc3cc4ccccc4nc23)cc1
  .	-1.1	0	-0.8	-3.5	5	.	1.7	7
COc1cc2c(cc1OC)CN(C(=O)Cc1ccc(OC)c(S(=O)(=O)N3CCOCC3)c1)CC2
  -0.9	-0.4	0	-0.4	-0.7	-2	1.9	.	-2
O=C(C[C@H]1C[C@@H]2c3cc(NC(=O)c4cccnc4)ccc3O[C@@H]2[C@H](CO)O1)NCc1ccncc1
  5.1	.	2	i	-0.7	2	.	1.1	1
CC1CCCN(C(=O)CCNS(=O)(=O)c2ccc(Br)cc2)C1 (centres undefined)
  -0.4	-0.2	4	-1.4	-2.0	11	-1.3	0.2	0
C(=N\c1ncnc2sccc12)/NOCc1ccccc1
  .	-0.5	-3	-0.4	-3.3	-4	5.0	.	6
CSCCC(NC(=O)c1ccc(=O)n(C)n1)c1nc2ccccc2[nH]1 (centres undefined)
  0.6	-0.7	-2	-0.3	0.3	-2	0.3	.	5
O=C(COC(=O)CCc1ccc(S(=O)(=O)N2CCOCC2)cc1)Nc1ncc(C(F)(F)F)cc1Cl
  0.2	0.3	-1	i	-1.9	5	-0.5	.	-8
CCc1cc2c(=O)c(-c3cnn(-c4ccccc4)c3)c(C)oc2cc1OCC(=O)Nc1ccc(F)c(F)c1
  .	-0.9	-7	-2.1	-4.2	-7	-3.5	0.3	5
COCc1[nH]nc2c1C(c1ccccc1OC)C(C#N)=C(N)O2 (centres undefined)
  .	0.4	2	-0.5	-1.4	-3	2.3	.	-2
COc1ccccc1NC(=O)c1cnc(Nc2ccccc2OC)c2ccccc12
  -1.7	0.8	13	-0.5	-2.6	7	-0.4	1.4	28
CCCCCNCC(=O)Nc1cc(C(F)(F)F)ccc1OCCOC
  .	-0.6	2	-0.4	-1.3	13	0.4	0.6	-4
CCOC(=O)c1ccc(CNC(=O)Cn2nnc(-c3ccccc3)n2)o1
  .	2.2	0	i	2.2	3	2.6	4.4	-1
C=C1CCC[C@]2(C)C[C@H]3OC(=O)C(CNC(C)(CO)CO)[C@H]3CC12 (some centres undefined)
  -0.4	-0.5	-1	-0.7	-1.5	-3	-3.8	0.7	-1
CCS(=O)(=O)N1CCN(S(=O)(=O)c2ccc3c(c2)OCCO3)CC1
  2.0	-0.4	0	-0.1	1.0	13	5.4	0.2	2
CCN1CNC(=S)N(c2ccccc2C)C1
  -0.6	-0.6	2	-0.5	-0.9	-2	-1.0	1.0	-9
CS(=O)(=O)N1CCN(C(=O)c2c(F)cccc2F)CC1
  .	-2.4	1	0.5	-3.3	-9	2.1	.	-3
COc1ccc(Nc2nc3cc(-c4ccccc4C)sc3c(=O)n2C)cc1OC
  0.9	.	1	0.3	-5.0	23	.	1.2	8
COc1ccccc1NC(=O)C1=C(C)NC(=O)NC1c1ccc(C)s1 (centres undefined)
  0.3	0.6	-3	-0.6	-2.8	0	-0.8	1.0	-2
COc1ccc(C(CNc2ccc(S(=O)(=O)N3CCCC3)cc2[N+](=O)[O-])N2CCCC2)cc1 (centres undefined)
  .	0.2	-1	-0.4	-2.5	15	0.2	.	-2
CCSc1ncc(C#N)c(N)n1
  1.4	0.2	0	0.0	-2.1	-7	-4.1	.	-12
COCC(COS(N)(=O)=O)C(C)C (centres undefined)
  -0.5	-1.4	0	0.4	-1.7	3	1.2	-1.2	8
CC1CC(C)CN(C(=O)COC(=O)C2CCN(S(=O)(=O)c3ccc4c(c3)OCCO4)CC2)C1 (centres undefined)
  2.8	0.4	2	-2.3	-2.7	30	3.5	2.2	-1
CC1CCC2(CC1)NC(=O)N(CC(=O)NC1(C#N)CCCCC1)C2=O (centres undefined)
  .	0.5	1	-0.6	0.3	8	0.5	0.7	3
O=C(NC1CC1)C(Cl)c1ccccc1 (centres undefined)
  -2.7	0.3	-2	-10	0.7	6	1.1	-0.3	-5
O=C(NC(=S)Nc1ccc(NC(=O)c2ccco2)cc1)c1ccccc1
  .	-0.2	0	-3.3	-2.1	0	-2.0	-0.5	2
CCn1c(-c2cccn(Cc3ccccc3)c2=O)n[nH]c1=S
  .	-1.0	4	-1.0	-0.9	6	0.0	0.7	8
CCN1CCN(CC(=O)N/N=C/c2cc(Br)cs2)CC1
  -1.4	4.4	0	-0.3	-0.6	1	2.0	-0.3	13

One compound at a time, from the list above. Order of screens: BioA inh | PfHsp40 rescue | FBA Mtb inh | BH1578 lux ind | FadD28 binding | Y pestis TopoI | Mtb UGM inh | TcdB inh | GDH-TPI inh
Entry for COc1ccc(C(CNc2ccc(S(=O)(=O)N3CCCC3)cc2[N+](=O)[O-])N2CCCC2)cc1 (centres undefined) → . | 0.2 | -1 | -0.4 | -2.5 | 15 | 0.2 | . | -2
Entry for CC1CCC2(CC1)NC(=O)N(CC(=O)NC1(C#N)CCCCC1)C2=O (centres undefined) → . | 0.5 | 1 | -0.6 | 0.3 | 8 | 0.5 | 0.7 | 3
Entry for CCc1cc2c(=O)c(-c3cnn(-c4ccccc4)c3)c(C)oc2cc1OCC(=O)Nc1ccc(F)c(F)c1 → . | -0.9 | -7 | -2.1 | -4.2 | -7 | -3.5 | 0.3 | 5
Entry for O=C(NC(=S)Nc1ccc(NC(=O)c2ccco2)cc1)c1ccccc1 → . | -0.2 | 0 | -3.3 | -2.1 | 0 | -2.0 | -0.5 | 2
Entry for CS(=O)(=O)N1CCN(C(=O)c2c(F)cccc2F)CC1 → . | -2.4 | 1 | 0.5 | -3.3 | -9 | 2.1 | . | -3

(more compounds)
Each structure is followed by: BioA inh	PfHsp40 rescue	FBA Mtb inh	BH1578 lux ind	FadD28 binding	Y pestis TopoI	Mtb UGM inh	TcdB inh	GDH-TPI inh
O=C(O)c1ccc(CSc2nnc(COc3ccccc3)o2)cc1
  .	0.5	2	-0.7	-0.7	-2	-0.8	0.1	-2
Cc1cc(C)c(C)c(S(=O)(=O)N(C)CCc2ccccn2)c1C
  0.3	0.5	-1	1.2	-1.7	16	-0.1	-0.5	-3
COCCCNC(=S)Nc1cc(C)c(C)cc1C
  .	0.1	-2	i	0.0	1	-0.2	0.7	-5
COc1ccc(NC(=O)NC2CCCCC2C)cc1 (centres undefined)
  .	-0.8	0	-0.2	-4.2	-3	-2.8	-0.2	-3
CCc1ccc(/C=C/c2c[nH]c3ccccc23)[n+](CC)c1
  .	-0.9	-1	-0.3	-1.0	-1	0.2	1.1	6
CC(C)Oc1ccc(/C=N/NC(=O)c2nnn(-c3nonc3N)c2CN(C)c2ccccc2)cc1
  -1.0	-0.4	-1	0.5	-1.4	14	5.7	1.8	17
Cc1nc(C(=O)O)nn1-c1ccc([N+](=O)[O-])cc1
  .	-1.0	6	-0.2	-2.4	-1	0.6	0.5	-1
O=C(NNC1CC(=O)N(c2ccc(Br)cc2)C1=O)c1ccccn1 (centres undefined)
  -2.6	-2.0	-5	6.7	-4.5	-9	1.4	-4.2	1
CCN(CC)P(=O)(c1nccn1C)N(CC)CC
  0.5	-1.8	-1	-0.3	-1.6	1	-1.0	-0.2	7
CCC(OC(=O)C1=Cc2ccccc2OC1)C(=O)NCc1ccco1 (centres undefined)
  .	-0.3	9	-0.4	-2.9	6	0.2	0.8	10
Cc1ccccc1Cn1cc(NC(=O)c2cc(C3CC3)on2)cn1
  .	4.2	1	i	-3.5	2	5.8	-1.7	5
COc1ccc(S(=O)(=O)Nc2ccc(F)cc2)cc1N(C)S(=O)(=O)c1ccc(Cl)cc1
  0.0	1.2	1	-11	-1.2	-11	-1.0	-1.1	9
Cc1cccc(OCC(O)Cn2c(NCCCOC(C)C)nc3c2c(=O)[nH]c(=O)n3C)c1 (centres undefined)
  -2.4	-1.0	-1	-0.5	1.7	7	-2.0	.	2
CCN(CC)c1ccc(NC(=O)CSc2ccsc2[N+](=O)[O-])c(C)c1
  .	-1.2	0	-0.1	-3.1	5	2.8	.	6
COc1ccc(OCCN2CCN(C(=O)c3ccc(OC)cc3)CC2)cc1
  1.7	-0.7	0	-0.3	0.3	15	-3.5	0.6	9
CC1CCCN(S(=O)(=O)c2ccc(CN3C(=O)c4cccnc4C3=O)cc2)C1 (centres undefined)
  -0.4	-0.6	2	0.9	1.1	-4	-1.7	0.7	4
O=C(Nc1ccccc1[N+](=O)[O-])OCC=Cc1ccccc1
  1.0	.	-3	i	-1.2	21	.	-0.2	3
COc1ccc(C2c3sc(=O)[nH]c3SC3C4CCC(C4)C23)cc1 (centres undefined)
  .	1.2	-1	-0.2	0.6	-5	2.9	.	-8
COc1ccc(/C(O)=C/C(=O)C(=O)Nc2c(C)n(C)n(-c3ccccc3)c2=O)cc1
  -1.8	1.1	-2	2.4	-0.1	3	1.7	.	34*

Shown bar-delimited: 3 of the compounds above.
canonical_smiles | BioA inh | PfHsp40 rescue | FBA Mtb inh | BH1578 lux ind | FadD28 binding | Y pestis TopoI | Mtb UGM inh | TcdB inh | GDH-TPI inh
O=C(Nc1ccccc1[N+](=O)[O-])OCC=Cc1ccccc1 | 1.0 | . | -3 | i | -1.2 | 21 | . | -0.2 | 3
COc1ccc(C2c3sc(=O)[nH]c3SC3C4CCC(C4)C23)cc1 (centres undefined) | . | 1.2 | -1 | -0.2 | 0.6 | -5 | 2.9 | . | -8
COc1ccc(/C(O)=C/C(=O)C(=O)Nc2c(C)n(C)n(-c3ccccc3)c2=O)cc1 | -1.8 | 1.1 | -2 | 2.4 | -0.1 | 3 | 1.7 | . | 34*

Screening results deposited in PubChem by several laboratories.
